High-throughput results deposited in PubChem BioAssay by Sanford-Burnham Center for Chemical Genomics.
Rat MKP-3 inhibitors: MKP-3 phosphatase inhibitors, primary screen, biochemical, rat enzyme, in vitro (AID 425). recombinant MKP-3 phosphatase activity, fluorescence; higher % means a stronger effect. one-dose inhibition, % at 20 µM; IC50 in µM for titrated hits. hit rate 0.17% among 110,000; in the data active = inhibition above about 50%;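 note: plate controls were vehicle for no effect and reference inhibitor for full effect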
Hsp70 displacement: small molecules displacing fluorescent ligand from Hsp70 – biochemical, fluorescence polarization, primary screen (AID 583); Hsp70 fluorescence polarization probe displacement, mP; higher % means a stronger effect; hit rate 0.06% among 140,000; displacement, % at 20 µM; hits with a dose series show IC50 in µM; in the data active = displacement above about 50%;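 note: plate controls were vehicle for no effect and reference ligand for full effect; a part of the inactive calls stands beside numbers as strong as those of hits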
The depositor's hits bear a star; . = not tested or not shown; & = joins results of further samples.

Results follow in this order: Rat MKP-3 inhibitors, Hsp70 displacement
O=C1CC(c2ccccc2)=NN1c1cccc([N+](=O)[O-])c1
→ -3%, 1.6%
COc1cccc(C(=O)Nc2cc(=O)n(C)c(=O)n2C)c1
→ -2%, .
COc1ccc(OC)c(C(=O)CN2CCN(S(=O)(=O)c3ccc(Br)cc3)CC2)c1
→ 2%, -0.6%
CCOc1ccc(C(=O)Nc2ccc(N3CCN(C(C)=O)CC3)cc2)cc1[N+](=O)[O-]
→ -2%, 7.1%
O=C1ON=C(c2ccccc2)/C1=C\c1ccccc1OCc1ccc(F)cc1
→ 5%, 0.2%
c1ccc(-c2nnc3sc(Cc4cccs4)nn23)cc1
→ 1%, 3.0%
COc1ccc(S(=O)(=O)N(CCc2ccccc2)CC(=O)Nc2ccccc2OC)cc1
→ 4%, -9.3%
O=[N+]([O-])c1cc(S(=O)(=O)Nc2ccccc2)ccc1-n1nnc2ccccc21
→ ., -0.7%
Cc1c(C(=O)NCc2ccccn2)oc2ccc(S(=O)(=O)N3CCOCC3)cc12
→ 0%, 6.4%
COC(=O)c1ccccc1NC(=O)c1cnn2c(C(F)(F)F)cc(-c3ccccc3)nc12
→ -1%, 1.3%
Fc1ccc(OCCOCCNCC2CCCO2)cc1 (configuration not stated)
→ 2%, 4.8%
CCCn1c(C2CC(=O)N(c3ccc(C)cc3)C2)nc2ccccc21 (configuration not stated)
→ ., 2.6%
Cc1nc(C)c2c(=O)cc(-c3ccccc3)[nH]c2n1
→ 0%, -1.8%
COc1ccc(NC2CC(=O)N(C)C2=O)cc1 (configuration not stated)
→ 4%, -2.0%
CCOC(=O)c1cc2c(nc1N)CC(C)(C)OC2
→ ., 5.2%
O=C(Nc1nccs1)c1cccc(N2C(=O)c3ccccc3C2=O)c1
→ 3%, -2.8%
CCN(CC)CCOc1c(C)cc(Cl)cc1Cl
→ -1%, -1.3%
CC(=O)NC1C(=O)N(CC(C)C)c2ccccc21 (configuration not stated)
→ ., -1.7%
COc1cccc(NC(=O)c2ccc(S(=O)(=O)N3CCCCC3)cc2)c1
→ 7%, -0.7%
Cc1cc(C(=O)OCCO)c(C#N)c(N)n1
→ 5%, 3.3%
COc1ccc(OC)c(/C=C2\SC(N3CCCC3)=NC2=O)c1
→ 2%, 2.1%
CC(=N/O)/C(=N\O)c1ccc(C)o1
→ -4%, 4.2%
Cc1ccccc1CN(c1ccc(C(=O)Nc2cccnc2)cc1)S(C)(=O)=O
→ ., 8.5%
O=C1/C(=C/c2ccc(-c3ccc(Cl)cc3C(=O)O)o2)Sc2ccccc21
→ 7%, -108%
O=C(O)C1CCCN(S(=O)(=O)c2ccc(F)cc2)C1 (configuration not stated)
→ 1%, 1.4%
CCS(=O)(=O)c1ccc(S(=O)(=O)CC)s1
→ -4%, -0.5%
COc1ccc(N2C(=O)CC(NCc3ccncc3)C2=O)cc1 (configuration not stated)
→ -9%, 4.9%
CN1CCN(S(=O)(=O)c2ccc(N)cc2)CC1
→ -12%, -4.1%
CCOc1cc(C(=O)Nc2ccc(S(=O)(=O)N3CCOCC3)cc2)cc(OCC)c1OCC
→ 3%, -2.1%
CCCc1cc(Nc2c(C)n(C)n(-c3ccccc3)c2=O)n2c(nc3ccccc32)c1C#N
→ -3%, -4.0%

Of the compounds above, 2 contain a cyano group:
Results follow in this order: Rat MKP-3 inhibitors, Hsp70 displacement
Cc1cc(C(=O)OCCO)c(C#N)c(N)n1
→ 5%, 3.3%
CCCc1cc(Nc2c(C)n(C)n(-c3ccccc3)c2=O)n2c(nc3ccccc32)c1C#N
→ -3%, -4.0%

Going on with the list.
Results follow in this order: Rat MKP-3 inhibitors, Hsp70 displacement
CCOc1ccccc1CN1CCN(S(C)(=O)=O)CC1
→ -6%, -2.5%
COc1ccc(OC)c(C2=NOC(C(=O)NCc3ccco3)C2)c1 (configuration not stated)
→ ., -3.2%
O=C1NC(=Nc2ccccc2)S/C1=C/c1cccc(OC(=O)c2ccccc2)c1
→ 2%, -0.1%
CC1(C)Cc2c(C#N)c(SCc3ccccc3)nc(N3CCOCC3)c2CO1
→ 1%, -2.4%
CCC(NC(=O)c1ccccc1NC(=O)c1ccccc1)C(=O)O (configuration not stated)
→ 3%, -3.9%
Cc1cc2nc3s/c(=C/c4ccc5c(c4)OCO5)c(=O)n3c2cc1C
→ 3%, -1.6%
COc1ccccc1NC(=O)Cn1c(=O)oc2ccccc21
→ -15%, -0.6%
CN(C)/N=C\c1ccc(-c2ccc3c(c2)C(=O)NC3=O)o1
→ 5%, 1.4%
CCOC(=O)c1cnc2c(OC)cccc2c1N1CCN(c2ccccc2OC)CC1
→ 8%, 0.2%
COC(=O)c1cn(C(=O)c2ccc(C)c([N+](=O)[O-])c2)c2ccccc12
→ 3%, 1.3%
CC(=O)c1ccc(NC(=O)c2cc(Cl)ccc2Cl)cc1
→ -1%, -3.0%
CC(=O)OCCCCON1C(=O)c2ccccc2C1=O
→ -15%, 0.6%
C=CCn1c(=O)c(C(=O)NCCN(CC)CC)c(O)c2ccccc21
→ -10%, 6.8%
O=C(O)C1CCCNC1 (configuration not stated)
→ ., 3.5%
Cc1ccc(-c2nc(CS(=O)(=O)CC(=O)NC3CCCCC3C)c(C)o2)cc1 (configuration not stated)
→ -1%, 0.5%
Cc1nc(SCC(=O)Nc2c(C)n(C)n(-c3ccccc3)c2=O)n[nH]1
→ -9%, 3.6%
O=C(Nc1cnc2ccccc2c1)N1CCCCC1
→ -14%, -4.1%
O=C(NCc1ccccc1Cl)c1c(F)cccc1F
→ 3%, -0.8%
COC(=O)C1=NNC2C(=O)N(c3cccc(C(F)(F)F)c3)C(=O)C12 (configuration not stated)
→ -4%, 5.1%
Cn1c(=O)c2ncn(CC(=O)Nc3ccc4c5c(cccc35)CC4)c2n(C)c1=O
→ 1%, -4.8%
CC(=O)C1=C(O)C(=O)N(Cc2ccco2)C1c1ccc(F)cc1 (configuration not stated)
→ -7%, 2.7%
CC(C)(C)c1ccc(-c2noc(CCC(=O)NCC3CCCO3)n2)cc1 (configuration not stated)
→ ., 0.7%
COc1cc2[nH]c(=S)n(NC(=O)c3ccccc3)c(=O)c2cc1OC
→ ., 7.7%
Cc1cc(C)n2nc(S(=O)(=O)NCCc3ccccc3)nc2n1
→ 6%, 11%
Cc1ccc(NS(C)(=O)=O)c(C(=O)c2ccccc2)c1
→ ., -0.6%
O=S(=O)(/N=C/c1ccccc1O)c1cccs1
→ -10%&1%, -0.4%&4.3%
COc1ccc(NC(=O)C2CCCN(c3c4c(nc5ncnn35)CCC4)C2)cc1OC (configuration not stated)
→ -23%, 5.4%
CCn1nnnc1SCC(=O)N1c2ccccc2Sc2ccccc21
→ ., -3.2%
O=C1CSC(=S)N1/N=C/c1cccc(OCCOc2ccc(Br)cc2)c1
→ 1%, -0.8%
C/C(=N/NC(=O)c1ccccc1C)c1ccc(NC(=O)C(F)(F)F)cc1
→ 0%, 4.3%
CCCN1C2=C(C(=O)CCC2)C(c2ccc(F)cc2)C2=C1c1ccccc1C2=O (configuration not stated)
→ ., 3.5%
O=C(O)CCCN1C(=O)/C(=C/c2cn(-c3ccccc3)nc2-c2cccc([N+](=O)[O-])c2)SC1=S
→ 14%, 9.5%
O=C(CCS(=O)NCc1ccccc1)NCc1ccccc1 (configuration not stated)
→ -9%, 1.6%
CCC(CCC(=O)Nc1ccn(-c2ccccc2)n1)C(=O)O (configuration not stated)
→ -4%, 1.9%
CCSc1nc2ccccc2n1Cc1nc(N)nc(N(C)C)n1
→ 4%, 4.0%
COc1ccc(Cl)cc1NC(=O)C1C2CCC(C2)C1C(=O)O (configuration not stated)
→ 3%, -2.2%
CCOc1ccc2c(c1)-c1c(ssc1=S)C(C)(C)N2C(=O)c1cccnc1
→ 4%, .
CCCC(=O)Nc1cc2c(cc1C(=O)c1ccccc1)OCCO2
→ -6%, 3.4%
O=C(/C=C/c1ccccc1)c1ccc([N+](=O)[O-])o1
→ 4%, -1.6%
Cc1cc(C)nc(SCc2nnc(SCC(=O)N3CCCc4ccccc43)n2C)n1
→ 3%, -4.4%
COc1cccc(CN2CCN(C(=O)c3ccc(-c4ccccc4)cc3)CC2)c1
→ 6%, -7.4%
CN1CCN(/N=C/c2c3ccccc3cc3ccccc23)CC1
→ 2%, -1.5%
Cc1cc(C(=O)NCCC2=CCCCC2)no1
→ 1%, 5.7%
Cc1ccc(C2C(C#N)=C(N)Oc3n[nH]c(-c4cccs4)c32)cc1 (configuration not stated)
→ ., -0.4%
CCOC(=O)c1sc(=S)n(CC)c1N
→ 0%, -0.4%
CC(C)(Oc1ccc(Cl)cc1)C(=O)OCC(=O)N1CCCC1
→ -16%, 3.9%
COc1ccccc1NC(=O)CC1C(=O)Nc2ccccc2N1S(=O)(=O)c1ccc(C)cc1 (configuration not stated)
→ 2%, 0.1%
CCc1c(C)sc(NC(=O)Cc2ccc(Cl)cc2)c1C#N
→ 0%, 3.7%
Cc1ccc(-c2nnn(CC(=O)N(Cc3cccs3)C(C(=O)NC(C)(C)C)c3ccco3)n2)o1 (configuration not stated)
→ -7%, -1.1%
CN1/C(=C\C(=O)COC(=O)C2COc3ccccc3O2)C(C)(C)c2ccccc21 (configuration not stated)
→ -6%, -4.2%
CC(C)=CC(=O)Nc1ccccc1C(N)=O
→ -1%, 1.6%
Cc1ccc(NC(=O)N2CCC(O)(c3ccc(Cl)cc3)CC2)cc1
→ -21%, 1.0%
O=C(NC1CCCC1)C(c1ccccn1)N(C(=O)c1csnn1)C1CCCCC1 (configuration not stated)
→ ., -3.2%
Cc1ccc(O)c(CC(C)C)n1
→ -8%, -5.3%
COc1ccccc1OCCn1cc(/C=C2/SC(=S)N(Cc3ccccc3)C2=O)c2ccccc21
→ 4%, -8.3%
CCn1c(SCC(=O)Nc2nccs2)nnc1-c1ccccc1
→ -13%, 4.7%
CCc1ccc(CNc2ccc3c(c2)ncn3C)cc1
→ 7%, -1.0%
CC(=O)Nc1ccc(S(=O)(=O)N/N=C/c2ccc[nH]2)cc1
→ -1%, 0.2%
O=C(COc1ccc(Cl)cc1Br)N/N=C/c1ccc([N+](=O)[O-])s1
→ -1%, 2.0%
Ic1ccc(OCCCCN2CCCC2)cc1
→ 0%, -1.8%

4 entries from above in a different format:
SMILES: COc1ccccc1NC(=O)CC1C(=O)Nc2ccccc2N1S(=O)(=O)c1ccc(C)cc1 (configuration not stated)
  Rat MKP-3 inhibitors: 2%
  Hsp70 displacement: 0.1%

SMILES: CC(C)=CC(=O)Nc1ccccc1C(N)=O
  Rat MKP-3 inhibitors: -1%
  Hsp70 displacement: 1.6%

SMILES: Cc1cc(C)nc(SCc2nnc(SCC(=O)N3CCCc4ccccc43)n2C)n1
  Rat MKP-3 inhibitors: 3%
  Hsp70 displacement: -4.4%

SMILES: CCOc1ccc2c(c1)-c1c(ssc1=S)C(C)(C)N2C(=O)c1cccnc1
  Rat MKP-3 inhibitors: 4%
  Hsp70 displacement: .

More records follow.
Results follow in this order: Rat MKP-3 inhibitors, Hsp70 displacement
C(=N\N=C1c2ccccc2-c2ccccc21)/c1ccc2c(c1)OCO2
→ 2%, -6.3%
COc1ccc(C2N(C(=O)c3ccccc3)CCN2C(=O)c2ccccc2)cc1
→ -11%, -1.9%
Cc1cccc(NC(=O)CCS(=O)(=O)c2cccc3nsnc23)c1C
→ ., -0.8%
CCOC(=O)Oc1ccc2c(=O)c(Oc3ccc(OC)cc3)c(C(F)(F)F)oc2c1
→ 4%, 0.3%
C/C(=C\C(=O)c1ccccc1)Nc1cc(C)ccc1Cl
→ -6%, -1.5%
O=C(Nc1cccc(C(F)(F)F)c1)C1CCCN1S(=O)(=O)c1cccc2cccnc12 (configuration not stated)
→ 4%, 0.1%
CCCNC(=O)C(NS(=O)(=O)c1cccc2nsnc12)c1ccccc1 (configuration not stated)
→ -6%, 1.0%
CCOC(=O)C1=C(O)/C(=C/c2ccc(C(C)(C)C)cc2)SC1=Nc1ccccc1
→ 4%, -1.0%
COC(=O)C1C2C=CC3(CN(c4cccc(C)c4)C(=O)C13)O2 (configuration not stated)
→ -3%, 1.7%
COc1cccc(OC)c1OCCOCCOc1ncnc2ccccc12
→ 4%, -3.3%
CC12C=CC(O1)C1C(=O)N(c3cccc(C(=O)O)c3)C(=O)C12 (configuration not stated)
→ 2%, -0.2%
COc1cc(N/N=C/c2ccc(N(C)C)cc2)ncn1
→ 0%, 6.3%
CCC(C)NC(=O)Cn1cccc1C(=O)c1ccccc1 (configuration not stated)
→ 6%, -0.8%
CCOC(=O)C1CCN(C(=O)c2ccccc2Br)CC1
→ 0%, -4.0%
CCCC(=O)Nc1ccc(-c2nc3cc(C)c(C)cc3o2)cc1
→ 6%&4%, 5.3%&-3.8%
Cc1csc(NC(=O)c2cc(C)oc2C)n1
→ ., 4.0%
O=C(Nc1ccccc1C(=O)N/N=C/c1ccc(F)cc1)c1ccccc1Br
→ 0%, 5.3%
N#CC1=C(N)Oc2cc(N)ccc2C1c1cccs1 (configuration not stated)
→ -3%, 2.8%
c1ccc2c(c1)Cn1c-2nc2ccccc21
→ -1%, 7.1%
COc1ccc(NC(=O)CC2CCCCC2)cc1
→ 1%, 0.9%
COc1cc(-c2ccc(NC(=O)/C=C/c3ccco3)c(OC)c2)ccc1NC(=O)/C=C/c1ccco1
→ 11%, 3.7%
CCOc1ccc(NC(=O)c2ccc(S(=O)(=O)N(C)C)cc2)c([N+](=O)[O-])c1
→ -4%, 3.6%
O=C(/C=C/c1cccs1)Nc1ncc(Cc2cccc(C(F)(F)F)c2)s1
→ 3%, 1.4%
CCCCCOC(=O)C1=C(C)Nc2nnnn2C1c1ccc(OC)c(OC)c1OC (configuration not stated)
→ 7%, 7.4%
COC(=O)c1ccc(NC(=O)CCN2CCN(c3ccccc3)CC2)cc1
→ -1%, 1.4%
COc1cc(Cc2cnc(N)nc2N)cc(OC)c1OC
→ -8%, 2.9%

Only part of the results is shown; rates above refer to the full screens.
